TAAR1 antagonist – antagonists of human TAAR1; CHO RD-HGA16 TAAR1, Fluo-8 calcium fluorescence, antagonist; 360,000 tested, 1.5% active; inhibition, % at 3 µM; Q96RJ0; AID 624466;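 active = inhibition above a per-plate cutoff, the mean inhibition of test compounds on that plate plus 3 SD, cut at about 49% in these data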;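 also: 0% = DMSO plus EC80 beta-PEA response and 100% = DMSO alone without agonist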
Target sequence (Q96RJ0 whole entry, looked up): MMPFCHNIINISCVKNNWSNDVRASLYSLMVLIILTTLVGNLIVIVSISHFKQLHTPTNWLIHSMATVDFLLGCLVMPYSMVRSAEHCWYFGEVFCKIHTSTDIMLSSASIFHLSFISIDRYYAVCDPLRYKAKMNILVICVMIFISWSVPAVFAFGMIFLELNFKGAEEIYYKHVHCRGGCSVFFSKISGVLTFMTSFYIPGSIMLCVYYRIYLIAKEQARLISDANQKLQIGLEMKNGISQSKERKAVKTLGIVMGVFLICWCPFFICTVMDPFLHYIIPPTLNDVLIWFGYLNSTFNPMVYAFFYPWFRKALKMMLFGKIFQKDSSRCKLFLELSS
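System: CHO RD-HGA16 cells bearing hTAAR1. Reagent: EC80 β-phenethylamine stimulus. Schedule: seeding 17-24 h prior, 75-min 37 °C, 30-min RT dye loading. Signal: Fluo-8 intracellular calcium dye fluorescence, real-time kinetic reads. Read-out: % inhibition from peak post-agonist over basal fluorescence ratio. Benchmarks: vehicle wells and EC80 agonist wells. Replicates: n of 1.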
TAAR1 ag – agonists of human TAAR1; AID 624467; Q96RJ0; 360,000 tested, 0.99% active; activation, % at 3 µM; CHO RD-HGA16 TAAR1, Fluo-8 calcium fluorescence; vehicle wells 0%, saturating PEA agonist 100%;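 active = activation above the mean activation of all test compounds in the run plus 3 SD, cut at about 38% in these data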
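Repeats: no replicates (n 1) | Material: CHO-derived RD-HGA16 cells with stable Gα16 and human TAAR1 | Technique: Kinetic Fluo-8 calcium fluorescence | Schedule: 17-24 h seeding, 75 min 37 °C dye, 30 min RT | Evaluation: % activation from peak over basal fluorescence ratio, DMSO-to-PEA scaled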
M1 PAM parental – nonselective activator or artifact in parental CHO-K1 calcium assay; ATP EC20, Fluo-8 calcium fluorescence; 0% at ATP EC20, 100% at ATP max; activation, % at 3 µM; 360,000 tested, 0.02% active; AID 602247;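 active = activation above the run cutoff, the mean activation of all test compounds plus 3 SD, cut at about 40% in these data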;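 also: peak over basal fluorescence ratio in a 140 s read after ATP addition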
M5 antag – blocks acetylcholine activation of human M5 receptor; CHO-hM5 cells, Fluo-8 calcium fluorescence, ACh EC80; inhibition, % at 3 µM; 360,000 tested, 0.59% active; AID 624040;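 active = inhibition above a per-plate cutoff, the mean of that plate's test compounds plus 3 SD, cut at about 27% in these data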;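 also: 0% = acetylcholine EC80 with DMSO and 100% = DMSO without agonist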
CRFR2-BP antag – antagonists of CRF-binding protein/CRF-R2 receptor complex; HEK293 CRF-R2/CRF-BP, CRF-induced calcium fluorescence; inhibition, % at 11.8 µM; 350,000 tested, 0.59% active; AID 588475;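 active = inhibition of the ligand-induced calcium signal above about 50% at the single tested concentration, limit read from the data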
M5 ag – agonists of human muscarinic M5 receptor (CHRM5). CHO-K1 hM5 cells, Fluo-8 calcium fluorescence; 0% DMSO wells, 100% maximal acetylcholine response. activation, % at 3 µM. 360,000 tested, 0.19% active. AID 624037;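 active = activation above the run's mean over test compounds plus 3 SD, cut at about 23% in these data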;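 also: signal is peak over basal fluorescence ratio across the kinetic read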
CHRM4 PAM – positive allosteric modulators of human muscarinic M4 receptor | CHO-K1 hM4/Gqi5, Fluo-8 calcium fluorescence, ACh EC20; 0% = ACh EC20, 100% = maximal ACh | activation, % at 3 µM | AID 624126 | 360,000 tested, 0.4% active | P08173;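 active = activation above its plate's cutoff, the mean activation of sample wells plus 3 SD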; also: some results filed as inactive read as strong as hits
Target sequence (P08173 whole entry, looked up): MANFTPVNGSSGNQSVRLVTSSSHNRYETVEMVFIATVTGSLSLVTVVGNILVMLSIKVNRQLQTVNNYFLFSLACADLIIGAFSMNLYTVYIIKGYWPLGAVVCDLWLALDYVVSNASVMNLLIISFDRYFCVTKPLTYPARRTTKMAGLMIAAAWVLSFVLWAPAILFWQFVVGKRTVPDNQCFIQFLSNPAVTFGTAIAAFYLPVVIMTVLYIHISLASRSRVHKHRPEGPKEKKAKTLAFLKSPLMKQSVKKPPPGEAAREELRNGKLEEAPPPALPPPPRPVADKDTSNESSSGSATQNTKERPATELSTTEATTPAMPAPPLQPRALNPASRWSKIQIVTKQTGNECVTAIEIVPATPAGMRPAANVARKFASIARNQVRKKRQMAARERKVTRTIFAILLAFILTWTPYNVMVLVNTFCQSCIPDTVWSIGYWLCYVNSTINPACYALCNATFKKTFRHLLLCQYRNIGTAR
CRFR2-BP ag – agonists of human CRF-binding protein/CRF-R2 receptor complex; HEK293 CRF-R2/CRF-BP, calcium dye fluorescence (FLIPR); percent of saturating CRF peptide response; activation, % at 13.2 µM; 350,000 tested, 0.46% active;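 active = activation of at least 50%, plus an integration ratio under a set limit after plate pattern correction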;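 also: plate controls were neutral control wells without compound for no effect and CRF at EC100 for full effect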
M5 PAM – positive allosteric modulators of human muscarinic M5 receptor; P08912; CHO-K1 hM5, Fluo-8 calcium, ACh EC20 PAM; 0% = ACh EC20, 100% = ACh EC100; activation, % at 3 µM; 360,000 tested, 0.3% active;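 active = activation above the run cutoff, the mean activation of all test compounds plus 3 SD, cut at about 18% in these data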
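Measured by: Fluo-8 calcium fluorescence; material: human M5 receptor in CHO-K1 cells; schedule: Post-acetylcholine fluorescence recording 140 s; benchmarks: low control EC20 acetylcholine (0%), high control EC100 acetylcholine (100%); read-out: Max/basal fluorescence ratio as % of EC20–EC100 ACh window; compound: single dose, 3 µM nominal final test concentration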
Numbers without * were called inactive; · = no result given.

SMILES | TAAR1 antagonist | TAAR1 ag | M1 PAM parental | M5 antag | CRFR2-BP antag | M5 ag | CHRM4 PAM | CRFR2-BP ag | M5 PAM
CCN(CC)c1ccc(/C=N/N=C(c2ccccc2)c2ccccc2)c(O)c1 | 3 | -1 | 14 | 12 | 6 | -1 | -6 | 8.6 | -6
Cc1nnc(NC(=O)c2cccc(S(=O)(=O)N3CCN(C)CC3)c2)s1 | -17 | 1 | 12 | -2 | 16 | -4 | 5 | -2.0 | 7
COC(=O)c1ccc(N2CCN(C)CC2)c(NC(=O)c2ccc(Br)o2)c1 | -12 | 1 | -2 | 5 | -12 | -1 | -4 | -1.0 | -3
Cn1c(SCC(=O)c2ccccc2)nnc1-c1ccncc1 | -14 | 2 | 8 | 6 | 2 | 1 | 6 | 3.0 | 5
O=C(OCC(=O)c1cccs1)c1cccc(C(=O)OCC(=O)c2cccs2)n1 | 30 | 13 | -1 | 14 | 17 | 3 | 1 | -1.2 | -1
CCOc1cc(/C=N\NC(N)=O)cc(Br)c1OC(C)C | -6 | 1 | -8 | -1 | -15 | -2 | 25 | -1.8 | 4
CCCCOc1ccc(CON(C(C)=O)C(C)=O)cc1Cl | -25 | -2 | 1 | 1 | -19 | -3 | -9 | 1.0 | -2
Cc1cc(C(F)F)n2ncc(C(=O)N3CCC(C(N)=O)CC3)c2n1 | -6 | 5 | 16 | -10 | -2 | 0 | 9 | 1.2 | 5
Cc1ccc(S(=O)(=O)Nc2ccc3c(c2)nc(CCN2CCOCC2)n3C)cc1 | -24 | 3 | -1 | -11 | 5 | -2 | 12 | -0.7 | 3
O=C(Cc1ccc(Cl)cc1)Nc1cccc(-c2nnc(-c3ccco3)o2)c1 | 62* | 18 | -3 | -4 | -18 | 2 | -3 | 1.1 | 2
COc1ccc(CN(CCO)CCO)cc1[N+](=O)[O-] | -12 | 2 | 7 | -9 | 13 | 0 | 5 | -0.6 | -2
CN(C)CCNC(C(=O)Nc1cc(Cl)cc(Cl)c1)c1ccccc1 (stereo not drawn) | -10 | 8 | 6 | 9 | -20 | -15 | -8 | 4.9 | -27
c1ccc(-c2cc3c(N4CCOCC4)ncnc3s2)cc1 | -4 | -2 | 16 | -6 | -13 | 0 | 1 | -1.8 | -3
O=C(Cn1cc(C(F)(F)F)ccc1=O)N/N=C/c1ccc(Cl)c(Cl)c1 | 2 | 2 | 8 | -10 | 17 | -4 | -10 | 4.3 | -4
Clc1cccc(Cl)c1CSc1cc2c(nn1)-c1ccccc1CC2 | 0 | 16 | 19 | 0 | -1 | 0 | -2 | 3.5 | -4
O=S(=O)(c1cccc(-c2nc3ccccc3s2)c1)N1CCOCC1 | -10 | 13 | 13 | -8 | -1 | 0 | 9 | -1.1 | 4
O=C(Nc1ccc([N+](=O)[O-])cc1)c1ccc(Cn2cc([N+](=O)[O-])cn2)cc1 | 40 | 15 | 13 | 14 | 3 | -5 | -6 | -0.8 | -19
CCOc1ccc(Cl)cc1/C=N/O | 3 | 22 | 8 | -5 | 2 | -1 | 5 | -0.9 | 3
COc1ccc(-c2cc(=O)oc3cc(OC(C)C(=O)NCCCn4ccnc4)ccc23)cc1 (stereo not drawn) | -15 | 2 | 9 | 1 | 23 | -2 | 9 | -2.0 | 2
Cc1cc(-c2nc(-c3ccncc3)no2)ccc1[N+](=O)[O-] | -1 | 3 | 7 | -6 | 11 | 1 | 8 | -0.4 | 8
Nc1nc(-c2cc3ccccc3o2)cs1 | -8 | 5 | -7 | -3 | -18 | 6 | 5 | -1.7 | 7
Cc1ccc(OCCC(=O)OCC(=O)NCCc2ccccc2)cc1 | 11 | 8 | 29 | 4 | -1 | -2 | 1 | 1.3 | 3
Cc1ccc(SCC(=O)NCc2ccco2)cc1 | -7 | 7 | 17 | 3 | -15 | -5 | 3 | 0.6 | 3
C#CCNC(=O)C[C@@H]1C[C@@]2(C(=O)OC)CCCCC=C2N(Cc2ccc3c(c2)OCO3)C1=O | 3 | 3 | · | 8 | · | 3 | 2 | · | -5
Cc1ccc(NC(=O)CN(C)C(=O)CCSc2ccc(F)cc2)cc1 | -10 | -1 | 13 | 4 | 9 | 4 | 4 | -1.7 | -1
COc1ccc(CNC(=O)c2cccc(N3CCCC3=O)c2)cc1 | -4 | 6 | 5 | 1 | 13 | -5 | 0 | -0.4 | -7
Cc1ccc2c(c1)c1c(n2CCc2ccc(C)nc2)CCN(C)C1 | -1 | 12 | 9 | 13 | 6 | -4 | 6 | 1.1 | -2
CC1=C(C(=O)OC(C)(C)C)C(c2cccs2)NC(=O)N1 (stereo not drawn) | -12 | 3 | 16 | 4 | -42 | -1 | 2 | 0.7 | -3
O=C(c1ccc(Cl)c(S(=O)(=O)N2CCCC2)c1)N1CCOCC1 | -40 | 2 | -8 | 8 | -22 | -1 | -2 | 10.0 | -9
Cc1cc(S(=O)(=O)NCc2ccncc2)c(C)cc1Br | 3 | 2 | -6 | 21 | -2 | -2 | -7 | -0.1 | -16
O=C(N/N=C/c1ccco1)c1cc([N+](=O)[O-])cc([N+](=O)[O-])c1 | -1 | 7 | 8 | 3 | 21 | -2 | 12 | -2.4 | 6
CCCn1c(N)c(C(=O)CSc2ncc(C(F)(F)F)cc2Cl)c(=O)[nH]c1=O | -12 | 10 | -11 | 7 | -5 | 4 | -1 | -1.4 | 0
CCCOc1ccc(/C=c2\sc3ncnn3c2=O)cc1 | -22 | 3 | 18 | 8 | 4 | 2 | 4 | -0.9 | -3
FC(F)(F)c1ccc(Cl)c(NC(=S)NC2CC2)c1 | 11 | 2 | 21 | -4 | -9 | 0 | -3 | 0.3 | -3
C/C(CC(=O)NCc1ccccc1)=N\NC(=O)c1cnccn1 | -8 | 3 | 24 | -10 | -22 | -1 | 31* | 1.5 | 5
Cc1cccc(Nc2ncnc3onc(-c4cccc(Cl)c4)c23)c1 | 12 | -2 | 15 | 6 | -5 | 0 | 4 | -0.3 | 2

8 compounds from above, arranged by count of non-hydrogen atoms, largest number first.
SMILES | TAAR1 antagonist | TAAR1 ag | M1 PAM parental | M5 antag | CRFR2-BP antag | M5 ag | CHRM4 PAM | CRFR2-BP ag | M5 PAM
C#CCNC(=O)C[C@@H]1C[C@@]2(C(=O)OC)CCCCC=C2N(Cc2ccc3c(c2)OCO3)C1=O | 3 | 3 | · | 8 | · | 3 | 2 | · | -5
CCCn1c(N)c(C(=O)CSc2ncc(C(F)(F)F)cc2Cl)c(=O)[nH]c1=O | -12 | 10 | -11 | 7 | -5 | 4 | -1 | -1.4 | 0
Cc1ccc(NC(=O)CN(C)C(=O)CCSc2ccc(F)cc2)cc1 | -10 | -1 | 13 | 4 | 9 | 4 | 4 | -1.7 | -1
Cc1ccc2c(c1)c1c(n2CCc2ccc(C)nc2)CCN(C)C1 | -1 | 12 | 9 | 13 | 6 | -4 | 6 | 1.1 | -2
C/C(CC(=O)NCc1ccccc1)=N\NC(=O)c1cnccn1 | -8 | 3 | 24 | -10 | -22 | -1 | 31* | 1.5 | 5
O=C(N/N=C/c1ccco1)c1cc([N+](=O)[O-])cc([N+](=O)[O-])c1 | -1 | 7 | 8 | 3 | 21 | -2 | 12 | -2.4 | 6
CCCOc1ccc(/C=c2\sc3ncnn3c2=O)cc1 | -22 | 3 | 18 | 8 | 4 | 2 | 4 | -0.9 | -3
FC(F)(F)c1ccc(Cl)c(NC(=S)NC2CC2)c1 | 11 | 2 | 21 | -4 | -9 | 0 | -3 | 0.3 | -3

Carrying on.
SMILES | TAAR1 antagonist | TAAR1 ag | M1 PAM parental | M5 antag | CRFR2-BP antag | M5 ag | CHRM4 PAM | CRFR2-BP ag | M5 PAM
CCCCC(=O)NC(NC(=S)N1CCOCC1)C(Cl)(Cl)Cl (stereo not drawn) | -2 | 7 | -12 | 5 | 18 | 1 | -5 | -0.9 | -5
COc1ccc(NC(=O)c2ccc3c(c2)C(=O)N(CC2CCCO2)C3=O)cc1 (stereo not drawn) | 3 | 5 | -3 | 5 | 6 | 3 | -2 | 0.2 | -4
COCCn1nnnc1C(c1cc2ccc(C)cc2[nH]c1=O)N(Cc1ccco1)Cc1cccs1 (stereo not drawn) | -17 | 8 | -1 | -1 | 14 | 2 | 8 | 0.2 | -8
Cc1ccc(C(NC(=O)C2CCN(Cc3ccc(Cl)c(Cl)c3)CC2)c2ccccn2)cc1 (stereo not drawn) | -11 | -1 | -2 | 10 | · | -3 | 4 | · | -19
Cc1cc(NC(=O)CSCc2ccccc2)no1 | -21 | 5 | 9 | 0 | 0 | -2 | -4 | 0.2 | -1
O=C(c1ccc(=O)[nH]n1)N1CCc2ccccc2C1 | -15 | 2 | 16 | 6 | 23 | 1 | 2 | -1.1 | 1
COc1ccc(/C(C#N)=C/c2cccnc2)cc1 | -4 | 0 | 25 | -7 | · | 0 | -1 | · | 3
Cc1ccc2nc(NCCNC(=O)c3ccccc3)c(C#N)cc2c1 | -3 | -4 | -19 | 5 | 12 | 0 | -14 | 0.1 | 12

Rows were taken by chance. Share with any hit: about 4.2%.
